D2 agonist: activates the human D2 dopamine receptor; 340,000 tested, 0.53% active; activation, % at 2 µM; P14416; AID 485358; HEK293 T-REx D2 cells, calcium flux agonist mode;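 active = activation over 3 SD above normal in the single-dose calcium agonist read, cut at about 30% in these data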; also: 0% is about no effect
Target sequence (P14416 whole entry, looked up): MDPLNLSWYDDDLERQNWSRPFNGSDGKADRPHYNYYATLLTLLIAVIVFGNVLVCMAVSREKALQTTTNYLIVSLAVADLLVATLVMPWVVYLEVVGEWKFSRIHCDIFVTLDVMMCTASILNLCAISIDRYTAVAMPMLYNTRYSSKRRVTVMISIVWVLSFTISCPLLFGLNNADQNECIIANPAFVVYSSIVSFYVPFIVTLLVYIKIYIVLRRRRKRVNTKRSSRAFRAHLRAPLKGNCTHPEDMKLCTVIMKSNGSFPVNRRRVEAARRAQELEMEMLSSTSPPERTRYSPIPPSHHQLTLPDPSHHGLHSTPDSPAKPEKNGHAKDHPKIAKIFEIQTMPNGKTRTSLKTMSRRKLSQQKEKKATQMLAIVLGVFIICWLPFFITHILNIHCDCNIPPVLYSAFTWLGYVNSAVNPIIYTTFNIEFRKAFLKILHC
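In this primary screen, compounds producing a positive calcium signal within 180 s of addition to tetracycline-induced, force-coupled HEK293 Trex D2 cells are flagged; cells are dye-loaded with a no-wash calcium kit beforehand.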
D1 potentiator: human D1 dopamine receptor positive modulation | 360,000 tested, 0.036% active | potentiation, % at 10 µM | AID 504651 | HEK293 TREx D1 cells, calcium flux, dopamine EC20 potentiation; in the data active = potentiation above about 30%; also: 0% is about no effect
Target sequence (P21728 whole entry, looked up): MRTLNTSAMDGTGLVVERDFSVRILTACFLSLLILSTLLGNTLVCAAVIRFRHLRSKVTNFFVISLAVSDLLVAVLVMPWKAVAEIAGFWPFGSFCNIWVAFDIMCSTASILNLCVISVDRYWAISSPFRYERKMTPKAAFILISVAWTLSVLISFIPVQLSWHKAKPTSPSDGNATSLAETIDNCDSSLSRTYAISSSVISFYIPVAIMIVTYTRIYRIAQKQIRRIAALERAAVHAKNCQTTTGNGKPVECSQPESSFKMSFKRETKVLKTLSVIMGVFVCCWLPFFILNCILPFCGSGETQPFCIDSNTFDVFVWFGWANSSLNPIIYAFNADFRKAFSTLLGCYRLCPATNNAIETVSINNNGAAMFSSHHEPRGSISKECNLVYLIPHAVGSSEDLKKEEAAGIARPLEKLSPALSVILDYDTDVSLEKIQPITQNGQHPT
D1 antagonist: blocks dopamine activation of the human D1 receptor; HEK293 TREx D1 cells, calcium flux, dopamine EC80; hits give low values; activity change, negative = inhibition, % at 10 µM; 360,000 tested, 3.2% active; in the data active = activity change below about -30%; also: % is scaled to controls: 0 for no effect and ±100 for the full control effect
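Kinetic fluorescence of a calcium dye serves as the read-out. D1-expressing Hek293 Trex cells, induced overnight at 30 C, are exposed to compound for 180 s before an EC80 dopamine addition, then read 180 s further.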
D2 antag: antagonists of human D2 dopamine receptor | inhibition, % at 10 µM | 340,000 tested, 2% active | HEK293 TREx D2 cells, calcium flux, dopamine EC80 | P14416; in the data active = inhibition above about 30%; also: 0% is about no effect
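Calcium flux kinetic readout in an inducible HEK293 TREx D2 line plated overnight at 30 C. After 180 s compound exposure, an EC80 dopamine challenge follows with another 180 s kinetic read to detect antagonism.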
TRHR ag: agonists of human TRH receptor; AID 493084; P34981; TRHR cells, calcium flux fluo-8, FDSS agonist mode; 360,000 tested, 0.18% active; activation, % at 2 µM; also: 0% is about no effect
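TRHR-expressing cells loaded with fluo-8 calcium dye; 23 nL library compound pin-transferred, kinetic FDSS fluorescence (Ex 480/Em 530) recorded about 180 s for agonist-induced calcium release, before a 10 nM TRH EC20 addition for potentiator mode.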
TRHR PAM: TRH receptor (human) allosteric enhancement. P34981. TRHR cells, fluo-8 calcium fluorescence, EC20 TRH enhancement. enhancement, % at 2 µM. 360,000 tested, 0.66% active. AID 493056; in the data active = enhancement above about 30%; also: 0% is about no effect
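Enhancer read-out: after compound pinning and an initial kinetic agonist-mode read, an EC20 of TRH (10 nM final) was injected and fluo-8 calcium signal (Ex 480/Em 530) followed at 1 s/cycle for 100 cycles in TRHR-expressing cells.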
D2 potentiator: D2 dopamine receptor (human) potentiation; P14416; HEK293 T-REx D2, calcium flux, EC20 dopamine potentiation; potentiation, % at 10 µM; 340,000 tested, 0.34% active; AID 485347;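 active = potentiation over 3 SD above the plate norm, cut at about 30% in these data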; also: 0% is about no effect
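Potentiation of an EC20 dopamine calcium response is measured in a force-coupled, tetracycline-inducible Hek293 Trex D2 line. Compound-only kinetic reads over 180 s flag agonists before dopamine addition.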
D1 agonist: activates the human D1 dopamine receptor; activation, % at 2 µM; 360,000 tested, 1% active; P21728; HEK293 T-REx D1 cells, calcium flux, agonist mode; also: 0% is about no effect
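Inducible HEK293 T-REx D1 cells, force-coupled to calcium signalling, were plated at 4000 cells/well with tetracycline and held overnight at 30 C. After no-wash calcium dye loading, compound-evoked calcium rise over 180 s flagged agonists.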
RXFP1 antagonist: blocks the human relaxin receptor RXFP1. Q9HBX9. HEK293-RXFP1, relaxin-stimulated cAMP HTRF, 30 min; hits give low values. activity change, negative = inhibition, % at 57.5 µM. 350,000 tested, 0.59% active. AID 1259400;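 active = activity change of -60% or lower, but not beyond a set lower limit; inconclusive = change between -60% and -40%, or beyond the set limit; inactive = change above -40%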; also: % is scaled to controls: 0 for no effect and ±100 for the full control effect
Numbers without * were called inactive; ? = inconclusive; · = no result given; & = joins results of further samples. Rule as the data show it, unless noted: active = activation above about 30%; inactive = the rest.

The line under a structure holds: D2 agonist	D1 potentiator	D1 antagonist	D2 antag	TRHR ag	TRHR PAM	D2 potentiator	D1 agonist	RXFP1 antagonist
[1] O=[N+]([O-])c1ccc2nccn2c1
 : 0.0	-1.4	-13.3	7.1	0.3	7.3	10.0	0.3	32.7
[2] Cc1ccc(C(=O)Nc2ccc3c(c2)OCO3)cc1S(=O)(=O)N1CCCC1
 : 1.2	0.8	-2.9	-7.2	0.4	2.6	-4.9	-4.2	4.8
[3] CN(/N=C/c1cccs1)c1cc(=O)n(C)c(=O)[nH]1
 : -0.1	-8.8	-9.9	-4.1	-0.1	-1.3	-1.7	2.0	-5.3
[4] CCOC(=O)c1ccc(NC(=S)N2CCCC(C(=O)OCC)C2)cc1 (configuration not stated)
 : -0.6	-3.8	·	-5.3	-0.7	1.2	-3.7	0.7	-5.8
[5] CC1CCN(c2ccc(NC(=O)c3cccc(Cl)c3)cc2C(=O)O)CC1
 : 0.5	-3.4	-18.5	·	0.0	0.0	-14.6	-0.5	5.8
[6] CCOC(=O)c1ccc(CSc2ncn[nH]2)o1
 : -0.5	2.6	1.2	-6.5	0.1	-1.4	2.7	1.6	-2.5
[7] O=C(NNC(=S)NC1CCCCC1)c1ccccc1Br
 : 0.1	-4.7	-23.7	0.8	0.0	-1.2	3.1	2.4	14.5
[8] CCc1c(O)nc(SCC(=O)Nc2ccccc2)n(C(C)CC)c1=O (configuration not stated)
 : 0.3	-2.0	-5.1	-13.0	0.1	0.1	-4.6	1.7	13.8
[9] N#C/C(=C\C=C\c1ccccc1)c1nc(-c2ccc(Cl)cc2)cs1
 : 0.9	-0.8	-2.2	6.0	2.4	12.3	3.3	7.5	-0.1
[10] CCOC(=O)c1c(C)oc2cc(Cl)c(O)c(CN(C)C)c12
 : 0.0	-0.1	13.7	-11.0	0.2	2.3	7.9	3.2	-9.0
[11] CCOC(=O)c1c(C)[nH]c2c1cc(O)c1ccccc12
 : -2.2	-2.4	-5.8	18.6	-0.9	-1.2	-1.5	-0.3	-9.4
[12] O=C(NC(=S)N1CCCc2ccccc21)c1ccc(Cl)cc1
 : -0.3	2.5	-8.4	0.4	0.1	7.4	1.5	2.6	-18.3
[13] CC(Sc1nnc(-c2cccnc2)n1-c1ccccc1)C(=O)NCc1ccc2c(c1)OCO2 (configuration not stated)
 : -0.3	1.9	-7.2	5.9	0.0	2.7	-1.0	2.8	-3.4
[14] COc1ccc(C2CC(c3cccs3)=Nc3ccccc3S2)cc1 (configuration not stated)
 : -0.6	-6.5	-0.3	7.7	-0.6	8.7	-0.4	4.8	·
[15] Cc1[nH][nH]c(=O)c1[C@@H](c1ccccc1[N+](=O)[O-])C(C#N)C#N
 : 0.9	-8.4	-14.6	-10.7	0.6	15.2	-9.4	0.7	3.3
[16] CCC1CCc2nc3sc(C(=O)Nc4ccc(F)c(F)c4)c(N)c3cc2C1 (configuration not stated)
 : 0.6	-0.4	-2.5	·	-0.5	-1.9	2.5	1.9	·
[17] Cc1ccc2c(c1)COc1c3ccc(C(=O)N[C@@H](CO)C(C)C)cc3nn1-2
 : -0.7	-0.8	-6.7	3.1	-1.4	-3.2	-6.7	2.3	·
[18] Cc1ccc(NC(=O)NNC(=O)C2CC(c3cccnc3)=NO2)cc1 (configuration not stated)
 : -0.6	-12.1	-5.7	29.4	-0.9	0.1	-1.4	4.5	-12.0
[19] O=C(O)CCC(=O)N1N=C(c2cccs2)CC1c1ccc(Br)cc1 (configuration not stated)
 : 0.0	-5.2	-26.7	11.0	0.4	-4.7	-2.3	2.1	6.3
[20] COc1cccc2cc(C(=O)C3=C(O)C(=O)N(Cc4ccco4)C3c3cccnc3)oc12 (configuration not stated)
 : -1.6	1.4	9.5	17.2	-0.4	9.6	2.7	-0.5	8.3
[21] C=C(C)Cc1c(C)c(C#N)c2nc3ccccc3n2c1NCCCN(C)C
 : -0.9	-1.8	-12.5	-34.9	0.8	-8.5	-4.5	4.0	13.7
[22] COc1ccc(C23CC4CC(CC(C4)C2)C3)cc1C(=O)NCCN(C)C
 : -0.8	-0.8	0.3	33.5*	6.3	12.4	-15.1	39.4*	-8.1
[23] CN(C)c1ccc(CN(C(=O)c2ccccc2Br)C2CCS(=O)(=O)C2)cc1 (configuration not stated)
 : 0.2	9.1	0.6	-1.7	-0.3	1.5	10.3	1.2	-18.5
[24] C=CCOc1cccc(C2C(C(=O)c3ccc(C)o3)=C(O)C(=O)N2c2nnc(C)s2)c1 (configuration not stated)
 : 11.2	-1.1	-9.0	5.2	6.6	-0.6	-0.5	29.7	·
[25] O=C(CCCCCn1c(=S)[nH]c2ccc(N3CCOCC3)cc2c1=O)NCc1ccccc1Cl
 : -1.2	-6.1	-1.4	0.4	0.0	-1.5	5.6	2.8	-103.9*
[26] CCCCOC(=O)Nc1cccc(C(C)=O)c1
 : -0.4	-0.6	-9.3	-14.8	-0.1	-0.3	1.7	0.9	1.2
[27] CCC(C)[C@H](NC(=O)OC(C)(C)C)C(=O)N/N=C/c1ccc2nccnc2c1 (some centres not stated)
 : -0.2	1.1	·	2.3	-0.2	3.5	-5.0	1.5	-1.6
[28] COc1ccc(-c2cc(C)no2)cc1S(=O)(=O)NCCCN1CCN(c2ccccc2)CC1
 : 78.1*	-16.8	-33.1*	80.1*	-0.9	-0.5	-31.0	7.1	-9.7
[29] O=C(Oc1ccc(Br)cc1)c1cncc(Br)c1
 : 0.2	0.6	7.3	14.9	-0.3	12.0	14.5	4.6	3.9
[30] CCN1CC2=C(OC(N)=C(C#N)C2c2cccs2)/C(=C/c2cccs2)C1 (configuration not stated)
 : ·	0.8	-0.3	·	0.7	-7.4	·	4.1	2.5
[31] CCCCN(CC)CCCNC(=O)c1cc2c(-c3ccc(OC)c(OC)c3)nn(C)c2s1
 : 1.0&-0.2	-1.2&2.0	-12.6&-6.4	4.0	-0.6&-0.1	-0.8&0.3	6.2&-14.3	0.6&-2.6	-4.5&-14.4
[32] CSCC[C@H](NC(=O)N1CCn2c1nc1ccccc12)C(=O)NCc1ccco1
 : 0.3	-0.7	15.6	5.8	1.5	2.4	7.5	0.6	-17.1
[33] O=S1(=O)C=CC(N2CCOCC2)C1 (configuration not stated)
 : 0.3	-3.5	-5.6	-23.5	0.6	1.6	0.3	2.4	-6.6
[34] COc1ccc(-c2nn(CCC(=O)O)cc2/C=C/C(=O)O)cc1[N+](=O)[O-]
 : 1.1	-10.2	-7.8	-14.7	-0.4	2.8	9.3	-0.2	-0.3
[35] COCCNC(=O)C(=O)NCC(c1ccc2c(c1)OCO2)N1CCOCC1 (configuration not stated)
 : -1.4	-1.9	19.2	·	0.8	4.5	4.3	1.0	7.6
[36] COC(=O)c1ccc(NC(=O)C(OC)c2ccccc2)cc1 (configuration not stated)
 : -0.3	0.8	-7.0	3.1	-2.4	-1.1	-1.8	8.2	0.9
[37] COc1ccc(-n2nnc(-c3nsc(NC(=O)c4cccc(C)c4)n3)c2C)cc1OC
 : 1.1	-2.5	13.4	·	0.3	3.8	3.7	2.0	·
[38] Cc1cccc(NS(=O)(=O)c2ccc(Oc3ccccc3)cc2)n1
 : 0.8	-3.0	-10.6	-8.1	-0.2	-7.7	12.9	10.2	-5.8
[39] Cc1ccc(C)c(OCC(=O)NNC(=O)C2CCC2)c1
 : 0.0	0.1	4.2	-10.9	0.7	3.6	13.6	2.0	-3.1
[40] CCCc1cc(=O)[nH]c(SCC(=O)N2N=C(c3ccc(Cl)cc3)CC2c2ccco2)n1 (configuration not stated)
 : -0.5	0.8	18.2	-0.6	0.3	-0.2	18.7	2.8	-30.1
[41] O=C(COC(=O)c1ccc(Br)cc1)Nc1ccccc1Br
 : -0.2	-3.9	30.2	-13.5	-0.1	-4.1	-0.3	3.1	-9.1
[42] Cc1cc(C)n2c(SCc3c(C)noc3C)nnc2n1
 : 0.9	3.5	-1.3	13.0	0.3	-1.0	7.4	0.7	4.0
[43] NS(=O)(=O)c1ccc(N/C=C/C(=O)c2ccc(Br)cc2)cc1
 : -2.7	-10.2	6.4	-1.2	-0.6	4.8	3.5	12.4	·
[44] Cc1[nH]c2ccccc2c1C(=O)CSc1ccccn1
 : -1.2	-3.7	5.7	10.5	0.7	-2.8	9.7	6.5	-27.4
[45] CCC(=O)NC(=S)Nc1ccc(NC(=O)c2ccco2)c(OC)c1
 : -0.3	5.7	20.0	1.6	-0.2	3.0	4.4	1.2	-7.6
[46] O=C(CNC(=S)N(CCCN1CCOCC1)Cc1cccs1)N1CCCC1
 : 3.0	-8.3	3.7	-5.9	0.1	6.6	10.0	1.7	2.8
[47] CCC(C)NS(=O)(=O)c1ccc(OCC(=O)N2CCCC2)cc1 (configuration not stated)
 : -0.9	-1.6	9.9	3.8	0.1	-1.1	6.1	-0.3	-25.1
[48] CNc1oc(-c2ccco2)nc1C#N
 : -1.0	-3.2	9.2	-8.6	0.0	6.1	6.1	-0.1	4.2
[49] CC1(C(=O)OCC(=O)Nc2nnc(-c3ccccc3)o2)CC1(Cl)Cl (configuration not stated)
 : 0.1	-3.4	6.0	-0.6	-0.3	-8.9	-1.6	2.6	-14.5
[50] COc1ccc(CCNC(=O)c2ccc(CNc3nc(=S)[nH]c4ccccc34)cc2)cc1OC
 : -0.5	3.5	-6.9	-1.0	0.3	-2.5	10.4	1.0	?
[51] Cc1ccc(C(=O)C(OC(=O)c2cnccn2)c2ccccc2)cc1 (configuration not stated)
 : ·	-1.9	4.1	·	-0.2	0.5	-0.1	0.2	-18.1

Three compounds from above, ordered by molar mass, descending:
The line under a structure holds: D2 agonist	D1 potentiator	D1 antagonist	D2 antag	TRHR ag	TRHR PAM	D2 potentiator	D1 agonist	RXFP1 antagonist
[50] COc1ccc(CCNC(=O)c2ccc(CNc3nc(=S)[nH]c4ccccc34)cc2)cc1OC
 : -0.5	3.5	-6.9	-1.0	0.3	-2.5	10.4	1.0	?
[43] NS(=O)(=O)c1ccc(N/C=C/C(=O)c2ccc(Br)cc2)cc1
 : -2.7	-10.2	6.4	-1.2	-0.6	4.8	3.5	12.4	·
[44] Cc1[nH]c2ccccc2c1C(=O)CSc1ccccn1
 : -1.2	-3.7	5.7	10.5	0.7	-2.8	9.7	6.5	-27.4

Screens: PubChem BioAssay, National Center for Advancing Translational Sciences (NCATS)
